PLC-gamma1 inh = inhibitors of human phospholipase C gamma1; P19174; purified PLC-gamma1, fluorogenic substrate, fluorescence; inhibition, % at 12.2 µM; 370,000 tested, 0.84% active; in the data active = inhibition above about 9.5%
ADAM17 inh = ADAM17 inhibition, QFRET primary screen | recombinant ADAM17, EDANS/DABCYL FRET peptide cleavage | inhibition, % at 6.95 µM | 370,000 tested, 0.83% active | P78536;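 active = inhibition above the mean of compounds lying between control limits plus 3 SD, set per campaign, cut at about 8.5% in these data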;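 note: 0% = DMSO-only wells as the low control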
Target sequence (P78536 215-824 limits assumed): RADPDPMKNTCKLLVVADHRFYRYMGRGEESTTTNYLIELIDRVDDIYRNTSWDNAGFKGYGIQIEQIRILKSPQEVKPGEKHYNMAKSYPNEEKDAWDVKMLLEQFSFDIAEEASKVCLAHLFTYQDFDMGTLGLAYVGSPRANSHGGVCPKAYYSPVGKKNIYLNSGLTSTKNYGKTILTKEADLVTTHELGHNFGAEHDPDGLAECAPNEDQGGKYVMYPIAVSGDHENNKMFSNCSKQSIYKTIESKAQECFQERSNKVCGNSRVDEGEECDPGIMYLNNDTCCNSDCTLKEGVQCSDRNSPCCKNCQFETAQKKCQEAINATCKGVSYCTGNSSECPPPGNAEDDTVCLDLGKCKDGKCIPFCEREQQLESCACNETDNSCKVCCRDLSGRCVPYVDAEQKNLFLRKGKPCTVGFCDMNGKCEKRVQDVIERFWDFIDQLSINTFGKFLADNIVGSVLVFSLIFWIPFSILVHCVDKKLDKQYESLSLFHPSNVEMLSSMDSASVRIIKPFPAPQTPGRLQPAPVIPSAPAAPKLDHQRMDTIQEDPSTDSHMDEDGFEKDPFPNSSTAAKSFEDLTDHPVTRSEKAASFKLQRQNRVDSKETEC
ADAM10 inh = inhibitors of human ADAM10; O14672; recombinant ADAM10, EDANS/DABCYL FRET peptide cleavage, 3 h; inhibition, % at 7 µM; 370,000 tested, 0.62% active; AID 720582;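 active = inhibition above a per-campaign cutoff equal to the mean of compounds falling between control-based bounds plus 3 SD, cut at about 20% in these data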;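 note: 0% = DMSO wells while the 100% control is not disclosed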
hgDAF12 agonist = agonists of H. glycines DAF-12 nuclear receptor. activation, % at 6.8 µM. 370,000 tested, 1.8% active. HEK293 GAL4-hgDAF12 UAS-luciferase reporter, agonist luminescence; normalized to butyrate control;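 active = activation above a cutoff set at the mean of all screened compounds plus 3 SD, cut at about 10% in these data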;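 note: 0% = DMSO wells and 100% = sodium butyrate wells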
DAX1 inh-1 = inhibitors of human orphan nuclear receptor DAX1 (NR0B1) | P51843 | HEK293 Gal4-DAX1 luciferase reporter, luminescence | inhibition, % at 6.75 µM | 340,000 tested, 0.99% active | AID 504766;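 active = inhibition above the mean over all tested compounds plus 3 SD, cut at about 4.2% in these data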;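 note: 0% = DAX1-transfected cells with DMSO and 100% = empty-vector control cells with DMSO; inhibition shows as a rise in luminescence from relieved DAX1 repression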
Target sequence (P51843 207-470 limits assumed): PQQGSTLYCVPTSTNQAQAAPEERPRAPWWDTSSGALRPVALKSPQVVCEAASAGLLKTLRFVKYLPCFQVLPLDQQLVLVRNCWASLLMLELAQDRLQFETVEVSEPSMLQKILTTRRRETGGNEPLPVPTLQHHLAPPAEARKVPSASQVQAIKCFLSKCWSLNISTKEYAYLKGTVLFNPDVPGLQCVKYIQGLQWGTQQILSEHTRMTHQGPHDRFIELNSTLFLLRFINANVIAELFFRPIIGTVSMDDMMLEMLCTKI
PLCb3 inh = inhibitors of human phospholipase C beta3 | Q01970 | Purified PLC-beta3, fluorogenic substrate, fluorescence | inhibition, % at 12.2 µM | 370,000 tested, 0.18% active; in the data active = inhibition above about 11%;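 note: 0% = median of compound wells on plate and 100% = full blocker control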
hcDAF-12 act = H. contortus DAF-12 activation, primary screen | 370,000 tested, 1.4% active | activation, % at 6.8 µM | AID 652067 | HEK293 hcDAF-12 lit1-tk-luc reporter, luminescence; 0% DMSO, 100% Δ7-dafachronic acid;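 active = activation above the mean of all tested compounds plus 3 SD, cut at about 5.5% in these data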;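 note: 100% = response to 3 µM Δ7-dafachronic acid high control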
ssDAF-12 act = activates DAF-12 receptor from parasite S. stercoralis; HEK293 ssDAF-12/GRIP1 lit1-tk-luc reporter, luminescence; % of 3 µM dafachronic acid response; activation, % at 6.8 µM; 370,000 tested, 1% active;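 active = activation above the mean over all tested compounds plus 3 SD, cut at about 0.9% in these data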;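 note: 0% = DMSO-only wells and 100% = 3 µM delta7-dafachronic acid wells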
FXN GAA850 act = frataxin GAA850 promoter activation; AID 540364; HEK293 lucGAA850 FXN promoter luciferase reporter, 24 h; percent of 10 µM SAHA response; 360,000 tested, 0.56% active; activation, % at 6 µM;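 active = activation above the average of all compounds screened plus 3 SD, cutoff fixed separately per campaign, cut at about 7.5% in these data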;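 note: 0% = DMSO wells and 100% = 10 µM SAHA wells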
HGIII-sPLA2 inh = Inhibits HGIII-sPLA2 liposome hydrolysis, primary screen; QFRET BODIPY PC-A2 liposome hydrolysis, fluorescence; inhibition, % at 12.2 µM; 370,000 tested, 0.56% active; AID 743126;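 active = inhibition above mean plus 3 SD of compounds lying within the high and low control bounds, cut at about 19% in these data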;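 note: 0% = median of test compound wells and 100% = no enzyme DMSO wells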
DAX1 inh-2 = inhibitors of DAX1 repression of SF-1 activated StAR promoter | HEK293T StAR-luciferase reporter, SF-1/DAX-1 repression relief | inhibition, % at 6.8 µM | 370,000 tested, 1.1% active | AID 652010;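 active = inhibition above the mean over all tested compounds plus 3 SD, cut at about 3.6% in these data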;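 note: 0% = DAX-1 cells with DMSO and 100% = cells lacking DAX-1 with DMSO; higher inhibition means more luminescence from relief of DAX-1 repression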
The depositor's hits bear a star; i = inactive; x = no result given. Rows are unselected (roughly 6.9% active in at least one column).

SMILES	PLC-gamma1 inh	ADAM17 inh	ADAM10 inh	hgDAF12 agonist	DAX1 inh-1	PLCb3 inh	hcDAF-12 act	ssDAF-12 act	FXN GAA850 act	HGIII-sPLA2 inh	DAX1 inh-2
CC(C)n1c(NCc2nc3ccccc3n2C)nc2ccccc21	-7	-5	-2	0.6	0.8	-8	0.2	-0.3	-2.6	-4	-0.1
Cn1c(SCC(=O)N2CCCc3ccccc32)nnc1-c1ccco1	1	-5	-3	-0.3	1.2	2	-1.2	-0.9	-1.5	6	0.1
NS(=O)(=O)c1ccc(CCNC(=O)CNC(=O)C2CCCCC2)cc1	0	1	9	-0.3	1.0	2	0.5	-1.2	-1.5	2	-0.1
COC(=O)c1ccc(C(=O)N2CCCC(N3CCN(c4ccccc4)CC3)C2)nc1 (centres undefined)	0	2	-3	-0.2	1.3	-5	1.2	-1.1	-1.8	4	0.6
CC(C)C[C@H]1CNC(=S)N1CC1CCN(CCC2CCCC2)CC1	4	2	-7	3.4	-0.9	5	-0.4	-0.9	0.3	-3	3.2
COc1ccc([C@@H]2[C@@H](C(=O)C(C)(C)C)N3N=Cc4ccccc4[C@@H]3C23C(=O)OC(C)(C)OC3=O)cc1OC	-8	-3	-7	0.4	0.5	-6	2.5	-1.5	3.4	-85	-0.1
COCCCn1c(SCc2nnc(-c3ccc(OC)c(OC)c3)o2)nnc1-c1ccncc1	-3	-2	-4	-2.9	-0.4	2	-1.8	-1.6	-2.0	-3	-0.1
CCCC(C)NC(=O)CN(Cc1ccco1)S(=O)(=O)c1ccccc1 (centres undefined)	0	1	-3	0.8	-0.1	-3	-1.1	-0.9	0.7	-1	-0.7
CN(C)c1ccc(/C=C2/C[N+](C)(C)C/C(=C/c3ccc(N(C)C)cc3)C2=O)cc1	-1	2	-1	-6.2	0.6	2	-1.7	-1.8	-2.0	-96	-3.4
COc1ccc(/C(C)=N/NC(=O)CCC(=O)Nc2ccc(Cl)cc2Cl)c(OC)c1	0	-1	0	2.7	0.9	2	-2.0	-0.5	0.2	1	0.1
O=C(c1ccc(Cl)c(S(=O)(=O)N2CCOCC2)c1)N1CCN(c2ccccc2)CC1	-1	-4	-28	1.4	0.4	-6	-0.2	-1.2	0.4	5	0.4
C=CCSc1nnc(NC(=O)CSc2nc3ccccc3[nH]2)s1	-2	-5	-6	4.1	0.2	-5	1.3	-1.4	2.2	-32	-0.5
COCCn1cnc2c1c(=O)n(CC(=O)OCC#N)c(=O)n2Cc1ccccc1	-1	1	-6	-2.1	0.1	-6	0.2	-1.9	2.0	3	-0.2
O=C(/C=C/c1ccco1)NCCCN1CCN(CCCNC(=O)/C=C/c2ccco2)CC1	2	-1	-1	3.0	-0.8	-2	-1.8	-1.4	3.9	6	-0.1
C=CCNC(=O)COC(=O)c1cc(S(=O)(=O)N2CCCCC2)ccc1Cl	0	1	12	-1.2	1.2	9	-1.3	-1.5	2.1	4	0.1
Cc1cc(=O)[nH]c2ccc(S(=O)(=O)N3CCOCC3)cc12	1	2	8	-2.4	1.1	0	-0.9	-0.8	2.1	0	-0.1
CCOc1ccc(NS(=O)(=O)c2ccc(NC(=O)c3ccccn3)cc2)cc1	0	-1	-14	-1.6	-1.2	-10	0.0	-1.6	1.9	7	-2.0
[O-]/C(=C(\C(=S)Nc1cccc2ccccc12)[n+]1cccc(CO)c1)c1ccc(Cl)s1	-16	-8	-32	-1.4	-0.3	-14	2.5	-0.6	0.1	1	-0.3
CCOc1cccc(/C=N/NC(=O)CC2C(=O)NN=C2C)c1O (centres undefined)	-32	-3	-9	-2.0	2.2	-38	0.3	-0.6	0.1	-9	-0.3
C[C@@H]1CN([C@H](C)CO)C(=O)CCCn2nncc2CO[C@H]1CN(C)Cc1ccc(O)cc1	3	0	3	-1.2	1.6	3	-1.0	-0.6	2.9	3	0.1
COc1cc(OC)cc(-c2nnc(SCC(=O)N3CCCC3)o2)c1	0	-3	-4	2.6	0.9	0	-1.7	-1.3	2.5	2	0.3
CN(C(=O)COC(=O)c1ccc(Cl)cc1N)C1CCS(=O)(=O)C1 (centres undefined)	-110	-280	i	1.9	0.2	-137	-1.0	-1.1	-0.5	1	-0.1
COc1ccc(/C=N/NC(=O)c2ccncc2)cc1CN1CCCc2ccccc21	-4	1	7	-0.4	0.1	-5	3.2	0.2	-0.5	6	0.5
NC(=O)c1ccsc1NC(=O)COC(=O)C1CCCN1C(=O)c1cccs1 (centres undefined)	1	2	-1	-0.5	x	3	-0.1	-1.2	x	0	-0.3
CCc1nnc(NC(=O)CSCc2cc(=O)n3ccsc3n2)s1	3	-4	2	0.7	-0.7	-5	-0.5	-0.4	0.4	0	0.0
CCCN(CC(=O)Nc1ccccc1C)C(=O)c1ccc(OCc2c(C)noc2C)cc1	0	-5	-4	0.8	-2.1	-4	-1.2	-1.1	0.7	-7	-2.5
Cc1cc([N+](=O)[O-])nn1Cc1noc(C(=O)NCCCn2ccnc2)n1	1	2	9	-1.8	0.0	4	-0.3	-1.2	1.7	3	-0.1
COc1ccc(NC(=O)C(NC(=O)c2ccc(=O)[nH]c2)c2ccccc2)cc1 (centres undefined)	0	-3	-4	2.5	0.1	-1	-1.0	-1.4	1.0	7	-0.4
CC(Oc1ccc(Cl)cc1Cl)C(=O)NC1CCSC1=O (centres undefined)	7	3	6	1.2	0.3	4	-1.0	-1.5	-0.5	0	-0.3
C[C@H]1CN([C@@H](C)CO)C(=O)c2cc(Br)cnc2O[C@H]1CN(C)Cc1ccc(Oc2ccccc2)cc1	1	5	9	-2.8	1.7	2	-2.0	-1.1	-2.0	-7	-1.2
CC1(C)C2CCC1(C)C(NC1=NCCC1)C2 (centres undefined)	1	-3	0	1.1	-0.4	2	-2.9	-0.5	2.4	6	0.6
NC(=O)C1(N2CCCCC2)CCN(C(=S)Nc2ccccc2)CC1	1	-3	-7	0.8	-0.8	1	-0.9	-0.6	-0.3	2	0.0
O=C(c1cccc(S(=O)(=O)N2CCOCC2)c1)N1CCN(S(=O)(=O)c2cccc([N+](=O)[O-])c2)CC1	4	3	-18	0.1	-0.2	1	0.0	-0.3	1.3	15	-0.3
c1ccc(Cn2c(CNc3nc4ccccc4n3CCN3CCOCC3)nc3ccccc32)cc1	-10	-4	-2	-1.5	-0.1	-13	-1.4	-0.8	-1.7	-10	-0.3
COc1ccc(Cn2c(C)cc3c(c2=O)C(c2cccs2)C(C#N)=C(N)O3)cc1OC (centres undefined)	-1	-2	-7	-1.4	0.1	-5	-1.9	-1.3	-2.7	4	0.2
Cc1cc(Nc2ccc([N+](=O)[O-])cc2)c2ccccc2n1	-3	-5	-2	-0.8	0.6	-9	-2.0	-1.1	0.5	8	-0.3
Cc1ccc(C)n1N1C(=O)/C(=C\c2ccc(Cl)cc2)SC1=S	-4	-1	6	0.5	0.1	2	-1.0	-0.6	0.8	-1	-0.6
CCc1sc(N2C(=O)C3C4CCC(C4=C(C)C)C3C2=O)nc1-c1ccccc1 (centres undefined)	3	5	10	0.7	3.3	3	0.3	-1.2	1.8	-4	0.5
N#Cc1cc2c(nc1SCC(=O)O)CCCCC2	0	-6	-6	0.7	1.0	-7	-1.0	-1.9	0.4	0	0.3
COc1ccc(-n2ncc3c(NCCCN4CCOCC4)ncnc32)cc1	-10	-1	6	-0.4	1.9	-17	-1.6	-1.1	-2.2	2	0.1
C[C@H]1CN([C@@H](C)CO)C(=O)CCCn2nncc2CO[C@@H]1CN(C)C(=O)Nc1ccc(N2CCCCC2)cc1	-1	-5	-27	-0.4	1.9	-5	-0.7	-1.6	2.2	9	-0.7
COc1ccc(N=Nc2c(C)[nH]c3ccccc23)cc1	-34	-4	-9	3.5	-0.7	-54	3.4	-1.1	4.8	7	-0.6

Already shown: an excerpt of the list.
SMILES	PLC-gamma1 inh	ADAM17 inh	ADAM10 inh	hgDAF12 agonist	DAX1 inh-1	PLCb3 inh	hcDAF-12 act	ssDAF-12 act	FXN GAA850 act	HGIII-sPLA2 inh	DAX1 inh-2
NC(=O)C1(N2CCCCC2)CCN(C(=S)Nc2ccccc2)CC1	1	-3	-7	0.8	-0.8	1	-0.9	-0.6	-0.3	2	0.0
O=C(c1cccc(S(=O)(=O)N2CCOCC2)c1)N1CCN(S(=O)(=O)c2cccc([N+](=O)[O-])c2)CC1	4	3	-18	0.1	-0.2	1	0.0	-0.3	1.3	15	-0.3
c1ccc(Cn2c(CNc3nc4ccccc4n3CCN3CCOCC3)nc3ccccc32)cc1	-10	-4	-2	-1.5	-0.1	-13	-1.4	-0.8	-1.7	-10	-0.3
COc1ccc(Cn2c(C)cc3c(c2=O)C(c2cccs2)C(C#N)=C(N)O3)cc1OC (centres undefined)	-1	-2	-7	-1.4	0.1	-5	-1.9	-1.3	-2.7	4	0.2
Cc1cc(Nc2ccc([N+](=O)[O-])cc2)c2ccccc2n1	-3	-5	-2	-0.8	0.6	-9	-2.0	-1.1	0.5	8	-0.3
Cc1ccc(C)n1N1C(=O)/C(=C\c2ccc(Cl)cc2)SC1=S	-4	-1	6	0.5	0.1	2	-1.0	-0.6	0.8	-1	-0.6
CCc1sc(N2C(=O)C3C4CCC(C4=C(C)C)C3C2=O)nc1-c1ccccc1 (centres undefined)	3	5	10	0.7	3.3	3	0.3	-1.2	1.8	-4	0.5
N#Cc1cc2c(nc1SCC(=O)O)CCCCC2	0	-6	-6	0.7	1.0	-7	-1.0	-1.9	0.4	0	0.3
COc1ccc(-n2ncc3c(NCCCN4CCOCC4)ncnc32)cc1	-10	-1	6	-0.4	1.9	-17	-1.6	-1.1	-2.2	2	0.1
C[C@H]1CN([C@@H](C)CO)C(=O)CCCn2nncc2CO[C@@H]1CN(C)C(=O)Nc1ccc(N2CCCCC2)cc1	-1	-5	-27	-0.4	1.9	-5	-0.7	-1.6	2.2	9	-0.7
COc1ccc(N=Nc2c(C)[nH]c3ccccc23)cc1	-34	-4	-9	3.5	-0.7	-54	3.4	-1.1	4.8	7	-0.6
